# Screening data: PubChem BioAssay, several laboratories
# Wnt bcat act: activators of Wnt/beta-catenin signaling | activation, % at 9.35 µM | AID 743398 | Wnt/beta-catenin reporter cell assay, activator, plate reader | 300,000 compounds, 1.2% hits; in the data active = activation above about 30%, passing the limit was not always enough; inconclusive = no clear call, values can overlap the other calls;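 note: 0% = neutral control wells and 100% = positive control wells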
# PvdQ inh: P. aeruginosa PvdQ acylase inhibition; purified PvdQ acylase, fluorescence plate reader; inhibition, % at 10 µM; 340,000 compounds, 0.063% hits; AID 488965; in the data active = inhibition above about 30%, passing the limit was not always enough; inconclusive = no clear call, values can overlap the other calls;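 note: 0% = vehicle neutral wells and 100% = reference inhibitor wells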
# PfHsp90 set2: inhibits growth of yeast expressing Plasmodium falciparum Hsp90 | inhibition, % at 9.4 µM | 310,000 compounds, 0.32% hits | S. cerevisiae expressing PfHsp90, BacTiter-Glo ATP, 48 h; yeast lacking PDR1 and PDR3 efflux regulators | AID 504621;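 active = every replicate shows inhibition above about 80%, whatever the replicate mean, limit read from the data; inconclusive = mean inhibition reaches the set limit but some replicate falls short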;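 note: 0% = DMSO neutral controls and 100% = 20 µM radicicol positive controls; yeast relying on Plasmodium falciparum Hsp90 in place of its own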
# DAGLB inh: diacylglycerol lipase beta (human) inhibition; HEK293T DAGLB membrane lysate, EnzChek fluorogenic substrate; inhibition, % at 5.17 µM; 340,000 compounds, 0.059% hits; in the data active = inhibition above about 34%;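 note: 0% = enzyme with vehicle and 100% = wells lacking enzyme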
# Target sequence (Q8NCG7 whole entry, looked up): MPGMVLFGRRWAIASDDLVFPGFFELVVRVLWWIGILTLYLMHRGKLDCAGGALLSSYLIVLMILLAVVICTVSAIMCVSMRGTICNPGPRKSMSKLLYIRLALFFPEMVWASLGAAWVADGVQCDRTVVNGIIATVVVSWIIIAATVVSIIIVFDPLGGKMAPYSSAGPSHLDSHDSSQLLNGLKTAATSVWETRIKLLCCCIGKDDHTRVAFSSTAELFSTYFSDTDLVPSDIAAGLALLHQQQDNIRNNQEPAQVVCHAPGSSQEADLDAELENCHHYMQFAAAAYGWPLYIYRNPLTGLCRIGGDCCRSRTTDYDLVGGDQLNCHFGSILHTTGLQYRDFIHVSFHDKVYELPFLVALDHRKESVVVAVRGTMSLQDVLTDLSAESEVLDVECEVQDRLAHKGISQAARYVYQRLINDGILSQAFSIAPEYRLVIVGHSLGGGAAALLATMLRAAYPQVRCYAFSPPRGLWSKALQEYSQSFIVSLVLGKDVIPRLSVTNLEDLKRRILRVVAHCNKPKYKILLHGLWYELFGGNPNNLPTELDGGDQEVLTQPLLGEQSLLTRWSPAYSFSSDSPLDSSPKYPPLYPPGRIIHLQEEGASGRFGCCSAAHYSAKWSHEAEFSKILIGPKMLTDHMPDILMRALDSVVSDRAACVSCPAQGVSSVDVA
# E coli growth: counter-screen for AddAB inhibitors: E. coli growth inhibition; AID 449728; inhibition, % at 11.9 µM; E. coli V3065 growth, OD600 absorbance, 18 h; 330,000 compounds, 0.27% hits;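 active = inhibition above the campaign's mean inhibition across all tested compounds plus 3 SD, cut at about 9.9% in these data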;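 note: uninfected addAB+ strain grown without phage in ampicillin broth; 0% = DMSO wells and 100% = ciprofloxacin 0.95 µg/ml wells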
# AddAB inh: less growth of phage-infected E. coli with AddAB; E. coli expressing H. pylori AddAB, absorbance growth; AID 435030; 330,000 compounds, 0.29% hits; inhibition, % at 11.9 µM; in the data active = inhibition above about 12%;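 note: 0% = vehicle wells of infected cells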
# CAL PDZ FP: inhibitors of human CAL PDZ peptide binding; purified CAL PDZ, TMR-peptide fluorescence polarization, 1 h; inhibition, % at 20 µM; Q9HD26; 330,000 compounds, 0.02% hits; AID 504414;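 active = highest replicate inhibition of at least 40%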;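 note: plate controls were DMSO neutral control wells for no effect and unlabeled competitor peptide control wells for full effect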
#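 Read-out basis: mP drop reported as inhibition | Assay system: Tagged CAL PDZ protein CerCALP, purified | Benchmarks: Unlabelled peptide for full inhibition, DMSO wells as neutral | Schedule: 1 h incubation at room temperature before polarization reading | Buffer or medium: Sodium phosphate/NaCl buffer pH 7.4 with TCEP, IgG, Thesit | Doses: Single point, 20 µM | Measured by: Fluorescence polarization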
# phage Ecoli inh: E. coli growth loss with phage present. growth absorbance. inhibition, % at 11.9 µM. 360,000 compounds, 0.26% hits. AID 651602; in the data active = inhibition above about 11%
# Rtt109 HAT inh: blocks Candida albicans Rtt109/Vps75 acetyltransferase activity; AID 540336; 330,000 compounds, 0.16% hits; inhibition, % at 34.9 µM; Q5AAJ8; purified Rtt109/Vps75, ThioGlo CoA-SH fluorescence, 4 h;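 active = inhibition of at least 50% in every replicate; inconclusive = best replicate reaches 50% inhibition but some replicates fall short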
# Target sequence (Q5AAJ8 whole entry, looked up): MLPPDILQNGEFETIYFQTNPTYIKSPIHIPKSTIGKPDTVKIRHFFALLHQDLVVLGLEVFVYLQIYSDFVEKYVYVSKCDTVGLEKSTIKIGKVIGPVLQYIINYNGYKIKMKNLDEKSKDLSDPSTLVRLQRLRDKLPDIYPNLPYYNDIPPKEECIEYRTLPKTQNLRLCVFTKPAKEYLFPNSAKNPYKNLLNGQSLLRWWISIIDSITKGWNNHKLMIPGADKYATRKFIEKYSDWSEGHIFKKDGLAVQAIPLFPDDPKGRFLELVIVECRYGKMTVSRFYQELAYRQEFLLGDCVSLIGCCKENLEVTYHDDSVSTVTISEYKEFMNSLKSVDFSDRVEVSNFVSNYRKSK
# Tat transport: E. coli Tat transport inhibition | AID 488895 | E. coli MC4100 TorA-mCherry Tat export, fluorescence | 340,000 compounds, 0.036% hits | inhibition, % at 10 µM;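 active = mean replicate inhibition at least 50% and at least half of replicates individually reaching 50%; inconclusive = only one of the two criteria met; inactive = neither criterion met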;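 note: exported cargo escapes ClpAP degradation while cytoplasmic cargo is degraded and loses fluorescence; 0% = median of neutral control wells and 100% = median of NaSCN control wells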
# An asterisk follows results filed as active; ? = inconclusive; . = no result given; & = joins results of further samples.
[1] CC(C)CC(=O)N[C@H](C(=O)N[C@H](C(=O)N[C@@H](CC(C)C)[C@@H](O)CC(=O)N[C@@H](C)C(=O)N[C@@H](CC(C)C)[C@@H](O)CC(=O)O)C(C)C)C(C)C
[2] CC(C)[C@H](NC(=O)N1c2ccccc2NC(=O)[C@@H]1C(C)C)C(=O)N[C@@H](Cc1c[nH]c2ccccc12)C(=O)O
[3] CCOC(=O)Cc1csc(NC(=O)c2cc(C)on2)n1
[4] Cc1ccccc1S(=O)(=O)Nc1nc2ccccc2nc1N1CCOCC1
[5] COc1ccc(C(=O)NCc2ccccc2CN2CCCC2)cc1S(=O)(=O)Nc1ccc(C)cc1
[6] CN1Cc2c(N3CCOCC3)nc(SCCC#N)c(C#N)c2CC1(C)C

Assay by compound	1	2	3	4	5	6
Wnt bcat act	0.2&-1.3	-0.7	1.7	.	0.2	15.2
PvdQ inh	-4.0	-6.7	-14.6	-14.1	-14.3	-9.0
PfHsp90 set2	5.5	-24.3	1.6	22.5	.	7.0
DAGLB inh	2.1	-1.7	-1.0	0.8	1.9	-0.7
E coli growth	-1.1	0.0	0.8	0.5	-1.8	2.7
AddAB inh	-2.2	2.0	1.0	4.7	-1.6	0.3
CAL PDZ FP	-1.1	-1.3	0.6	-0.9	-0.3	-2.8
phage Ecoli inh	2.7&7.0	2.8	-2.9	1.9	1.8	0.0
Rtt109 HAT inh	-0.7	-1.3	-7.9	-3.7	-5.4	-0.4
Tat transport	2.4	-2.7	-6.4	-6.4	-0.1	-3.2

[7] Cc1ccc(OCC(=O)NCCCNC(=O)c2ccc(C)nc2)cc1
[8] Cc1ccc(-c2cc(-c3n[nH]c(=S)n3C)c3ccccc3n2)cc1
[9] CC(=O)Nc1ccc(S(=O)(=O)N2CCN(c3nnnn3-c3ccccc3)CC2)cc1
[10] C=CCOc1ccc(CNCCO)cc1OCC
[11] N#Cc1cccc(NCC(=O)Nc2cccc(S(=O)(=O)N3CCCCC3)c2)c1
[12] Cc1ccc(C2C(C=Nc3c(C)n(C)n(-c4ccccc4)c3=O)=C(c3ccccc3)Oc3ccccc32)cc1 (stereo not drawn)

Assay by compound	7	8	9	10	11	12
Wnt bcat act	3.4	-2.1	-0.7	.	-5.7	-13.3
PvdQ inh	-15.4	3.2	0.4	4.3	-16.2	11.1
PfHsp90 set2	-65.9	-23.5	6.2	10.7	.	1.9
DAGLB inh	3.1	3.4	-0.8	-0.6	-3.5	-5.1
E coli growth	-3.2	1.0	-0.1	2.4	-2.3	-0.1
AddAB inh	3.6	1.3	1.0	6.1	2.8	2.1
CAL PDZ FP	-3.5	-1.8	-0.9	-0.7	-1.0	-1.5
phage Ecoli inh	-0.4	2.6	3.2	5.8	0.8	2.6
Rtt109 HAT inh	-0.1	24.8	2.5	5.6	0.4	6.5
Tat transport	10.2	3.8	-11.8	5.4	3.7	-4.9

[13] CC1=C([N+](=O)[O-])C(c2ccc(O)c(O)c2)NC(=O)N1 (stereo not drawn)
[14] CC1(C)CC[C@]2(C(=O)O)CC[C@]3(C)C(=CC[C@@H]4[C@@]5(C)CC[C@H](O[C@@H]6O[C@H](C(=O)O)[C@@H](O)[C@H](O[C@@H]7OC[C@H](O)[C@H](O)[C@H]7O)[C@H]6O)C(C)(C)[C@@H]5CC[C@]43C)[C@@H]2C1
[15] CC(=O)Nc1ccc(NC2=C/C(=N/S(=O)(=O)c3cccs3)c3ccccc3C2=O)cc1
[16] O=C(CSc1cccc2cccnc12)NCc1ccco1
[17] CCc1nnc(NC(=O)C2CCN(S(=O)(=O)Cc3ccccc3)CC2)s1
[18] Cc1oncc1C(=O)Nc1ccc2ccccc2c1

Assay by compound	13	14	15	16	17	18
Wnt bcat act	-3.4	-12.2	-12.6	-3.0	-4.7	10.0
PvdQ inh	-2.7	-0.8	-13.6	-22.8	-12.2	-17.9
PfHsp90 set2	-28.1	107.8*	-11.7	0.0	-8.6	-16.0
DAGLB inh	-1.1	5.3	.	1.1	1.8	-1.5
E coli growth	0.9	0.6	2.5	1.7	0.5	.
AddAB inh	-2.9	-0.6	1.6	3.8	4.3	.
CAL PDZ FP	-1.5	-0.8	0.7	-0.1	-0.6	-1.6
phage Ecoli inh	-0.3	0.5	4.7	3.6	-0.2	2.2
Rtt109 HAT inh	0.2	-10.2	-9.5	9.0	-12.3	5.2
Tat transport	-8.3	-16.7	?	15.4	4.2	-8.7

[19] COc1ccccc1CC(=O)Nc1cccc2c1CCCC2
[20] CCn1cc(CN2CCN(CCc3ccccc3)C(CCO)C2)c(C)n1 (stereo not drawn)
[21] COC(=O)C1=NN(C(=O)c2ccccc2)C(O)(c2ccc([N+](=O)[O-])cc2)C1 (stereo not drawn)
[22] Cn1c(=O)c2c(nc(N3CCCCC3)n2CC(O)COc2ccccc2)n(C)c1=O (stereo not drawn)
[23] CC1CC(C)CN(CC(=O)N2CCc3[nH]c4ccccc4c3C2)C1 (stereo not drawn)
[24] CS(=O)(=O)N(CC(=O)NCc1ccco1)c1cccc([N+](=O)[O-])c1

Assay by compound	19	20	21	22	23	24
Wnt bcat act	-2.1	.	-1.6	-0.8	-0.2	-1.5
PvdQ inh	1.0	-21.2	-12.5	-3.1	-5.5	-7.0
PfHsp90 set2	7.2	13.3	6.3	1.8	3.0	10.5
DAGLB inh	-5.6	0.8	10.9	1.9	-2.0	0.3
E coli growth	0.3	-1.6	.	1.3	-0.9	-1.2
AddAB inh	2.4	0.3	.	0.0	0.7	-0.9
CAL PDZ FP	-2.6	-2.0	0.0	-1.6	0.2	-0.1
phage Ecoli inh	1.4	1.4	-0.7	2.4	1.0	5.8
Rtt109 HAT inh	.	1.9	3.2	-7.9	-18.1	.
Tat transport	-0.7	2.5	4.4	-6.4	1.8	6.8

# 5 compounds already listed, arranged by the number in Wnt bcat act, high to low:
no. | SMILES | Wnt bcat act
7 | Cc1ccc(OCC(=O)NCCCNC(=O)c2ccc(C)nc2)cc1 | 3.4
9 | CC(=O)Nc1ccc(S(=O)(=O)N2CCN(c3nnnn3-c3ccccc3)CC2)cc1 | -0.7
19 | COc1ccccc1CC(=O)Nc1cccc2c1CCCC2 | -2.1
15 | CC(=O)Nc1ccc(NC2=C/C(=N/S(=O)(=O)c3cccs3)c3ccccc3C2=O)cc1 | -12.6
12 | Cc1ccc(C2C(C=Nc3c(C)n(C)n(-c4ccccc4)c3=O)=C(c3ccccc3)Oc3ccccc32)cc1 (stereo not drawn) | -13.3

# (further entries)
[25] CCOC(=O)c1ccc(/C=C2/C=C(c3ccccc3)N(c3ccc(Cl)c(C(=O)O)c3)C2=O)cc1
[26] CCC1(C(=O)OC)NC(c2ccco2)C2C(=O)N(c3ccc(F)cc3)C(=O)C21 (stereo not drawn)
[27] Cc1c(C(=O)NC(=S)Nc2ccc(NC(=O)c3cccs3)cc2)cccc1[N+](=O)[O-]
[28] CCc1ccc(CNC(=O)C2CCCN(c3nn4c(=O)cc(C)nc4s3)C2)cc1 (stereo not drawn)
[29] Cc1cc(Nc2cccc(Cl)n2)n(-c2ccccc2)n1
[30] CCOc1ccccc1OCC(=O)Nc1ccc(S(=O)(=O)Nc2nc(C)cc(C)n2)cc1

Assay by compound	25	26	27	28	29	30
Wnt bcat act	0.7	-1.0	.	0.0	-0.2	-3.8&-2.2
PvdQ inh	-4.8	-6.6	-6.0	-0.3	5.0	-4.4
PfHsp90 set2	-9.1	-3.0	-44.8	4.5	-9.7	-26.3
DAGLB inh	9.6	-2.0	0.3	0.3	-3.8	0.1
E coli growth	0.2	0.7	1.6	-0.9	0.8	-0.3
AddAB inh	0.3	-2.2	4.4	-1.4	2.4	1.2
CAL PDZ FP	-2.7	-0.7	-0.4	-0.3	-0.1	-0.8
phage Ecoli inh	1.0	2.6	1.6	1.8	3.8	-1.9
Rtt109 HAT inh	3.5	0.8	-6.8	-4.0	-0.8	5.4
Tat transport	13.1	-3.8	-2.9	-3.4	-2.1	-18.9

[31] CC(=O)OCc1cc(-c2nc3ccccc3[nH]c2=O)nn1-c1ccc(Cl)cc1
[32] N#C/C(=C/c1cn(-c2ccccc2)nc1-c1cccc(OCc2ccc(F)cc2)c1)C(=O)NCCCn1ccnc1
[33] Cc1nnc(NCc2ccco2)s1
[34] O=C1OC(c2ccccc2)=N/C1=C\C=C\c1ccco1
[35] COc1cccc(N(C(=O)c2ccn[nH]2)C2(C(=O)Nc3c(C)cccc3C)CCCCC2)c1
[36] O=C(CN1CCOCC1)Nc1ccc(NC(=O)c2ccccc2F)cc1

Assay by compound	31	32	33	34	35	36
Wnt bcat act	1.1	3.2	-3.1	-0.2	-0.4	2.2
PvdQ inh	14.3	10.2	-6.0	9.5	2.8	-13.5
PfHsp90 set2	4.4	35.5	21.2	5.2	7.0	-2.3
DAGLB inh	0.4	-1.0	-0.9	2.9	1.9	0.5
E coli growth	-1.2	-2.3	-0.3	0.2	-3.0	-1.5
AddAB inh	-1.1	3.2	1.6	0.0	-0.1	2.6
CAL PDZ FP	-1.7	-1.5	-1.6	0.3	0.0	-3.7
phage Ecoli inh	3.3	6.6	2.4	6.1	2.2	4.5
Rtt109 HAT inh	-1.4	3.1	2.9	21.7	6.2	1.2
Tat transport	-13.2	1.0	-4.0	1.0	6.4	0.0

# Reprinted from the part before: 2 compounds; new compounds follow.
[35] COc1cccc(N(C(=O)c2ccn[nH]2)C2(C(=O)Nc3c(C)cccc3C)CCCCC2)c1
[36] O=C(CN1CCOCC1)Nc1ccc(NC(=O)c2ccccc2F)cc1
[37] Cc1ccc(CCNC(=O)C2CC(c3cccc(F)c3)=NO2)cc1 (stereo not drawn)
[38] Cc1c(Cl)cccc1Nc1nc(N)nc(CSCCO)n1
[39] COc1cc(OC)cc(-c2nnc(SCC(=O)Nc3ccc(C(=O)O)cc3)s2)c1
[40] CN1CCN(c2ncc3c(n2)CC(c2ccccc2F)CC3=O)CC1 (stereo not drawn)
[41] COc1ccc(/C(=C/Nc2cccc(Br)c2)C(C)=O)cc1OC
[42] Cc1ccccc1C(=O)O/N=C(\N)c1ccc([N+](=O)[O-])cc1
[43] COc1ccc2c(c1)NC1(O)c3ccccc3C(=O)C21O (stereo not drawn)

Assay by compound	35	36	37	38	39	40	41	42	43
Wnt bcat act	-0.4	2.2	-1.8	.	-0.6	1.3	1.7	25.2	-2.3
PvdQ inh	2.8	-13.5	-13.5	-8.6	-14.5	-8.8	-15.9	-12.7	-10.3
PfHsp90 set2	7.0	-2.3	-13.7	-42.0	1.2	17.4	-12.2	-10.0	6.4
DAGLB inh	1.9	0.5	-0.2	-1.9	2.6	-4.7	-2.9	-5.2	0.7
E coli growth	-3.0	-1.5	-0.7	.	1.1	-0.3	-3.0	-0.1	-1.4
AddAB inh	-0.1	2.6	1.9	.	2.4	3.1	0.9	0.4	-1.6
CAL PDZ FP	0.0	-3.7	-0.9	-0.5	-3.9	-0.1	0.0	-1.8	-3.3
phage Ecoli inh	2.2	4.5	-1.1	1.7	3.6	-0.5	4.1	0.8	1.8
Rtt109 HAT inh	6.2	1.2	-11.2	15.9	-12.0	-2.8	3.4	4.8	.
Tat transport	6.4	0.0	10.9	7.5	1.4	-1.6	4.2	-2.9	10.4
